Bioassay records as filed in PubChem.
Rac1 wt GTP bind = alters GTP binding to wildtype human Rac1; P63000; GST-Rac1 beads, fluorescent GTP binding, flow cytometry; actives lie on both sides; 0 = cold GTP competed, 100 = untreated; GTP binding activity (% of control), % at 10 µM; 190,000 compounds, 0.27% hits; AID 757;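 active = GTP binding activity at least 20 points away from the 100% control level, either lower or higher; inconclusive = compound flagged as likely green fluorescent, judged across all proteins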
Rab2A wt mod = changes GTP binding to wildtype dog Rab2A, up or down | GST-Rab2 wt beads, Bodipy-GTP binding, flow cytometry | 190,000 compounds, 0.19% hits | P61105 | GTP binding activity, % at 10 µM;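 active = GTP binding activity at least 20 points away from 100%, either lowered or raised; inconclusive = signal likely due to the compound's own green fluorescence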;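 also: 0% = beads with excess unlabeled GTP and 100% = no-compound control corrected for plate trend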
Mcl1 Noxa PPI = Mcl-1/Noxa interaction inhibition; Q07820; TR-FRET Mcl-1/Noxa peptide binding, 2 h; inhibition, % at 21.7 µM; 220,000 compounds, 1.5% hits; AID 1022;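 active = compounds that cut the protein-peptide binding signal by more than 50% relative to plate controls in a single-dose test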;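 also: His-tagged Mcl-1 with rhodamine Noxa BH3 peptide and terbium anti-His antibody; 0% = Mcl-1 plus Noxa peptide wells and 100% = peptide-only wells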
Target sequence (Q07820 whole entry, looked up): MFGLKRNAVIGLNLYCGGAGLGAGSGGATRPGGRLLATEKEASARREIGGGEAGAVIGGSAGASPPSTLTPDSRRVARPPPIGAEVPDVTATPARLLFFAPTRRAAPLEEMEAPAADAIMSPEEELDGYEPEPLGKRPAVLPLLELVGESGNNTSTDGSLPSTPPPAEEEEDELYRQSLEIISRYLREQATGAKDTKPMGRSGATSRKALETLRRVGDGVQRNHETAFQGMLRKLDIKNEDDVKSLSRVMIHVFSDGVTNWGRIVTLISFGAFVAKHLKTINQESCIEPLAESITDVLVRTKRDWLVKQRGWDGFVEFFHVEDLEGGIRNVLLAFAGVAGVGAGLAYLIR
Cdc42 wt GTP = changes GTP binding to wildtype human Cdc42; P60953; GST-Cdc42 beads, Bodipy-GTP binding, flow cytometry; actives lie on both sides; percent activity (GTP binding), % at 10 µM; 190,000 compounds, 0.2% hits; AID 761;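 active = percent activity GTP binding at least 20 points away from the 100% baseline, either down as inhibitor or up as activator; inconclusive = compound flagged as likely green fluorescent from well-wide comparison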;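 also: median bead fluorescence of bound Bodipy-FL-GTP at 100 nM; 0% = excess unlabeled GTP control and 100% = no compound control; below 100% means less GTP binding so inhibitor and above means activator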
Target sequence (P60953 whole entry, looked up): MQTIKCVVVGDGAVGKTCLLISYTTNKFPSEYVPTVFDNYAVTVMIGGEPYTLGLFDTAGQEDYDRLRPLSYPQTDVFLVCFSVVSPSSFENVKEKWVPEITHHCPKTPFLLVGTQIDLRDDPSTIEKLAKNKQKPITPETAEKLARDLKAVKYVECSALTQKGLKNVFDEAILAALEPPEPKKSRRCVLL
GSH fluor = compound fluoresces at 488/530 nm on GSH beads. GSH beads flow cytometry, compound fluorescence 488/530 nm; hits give high values. fluorescence (KMESF) at 10 µM. 190,000 compounds, 0.25% hits; in the data active = fluorescence above about 89;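 also: glutathione beads carrying GST-tagged Bcl family fusion proteins plus one bare bead set; values are compound well signal with DMSO vehicle wells as background; inactives centre near 16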
Mcl1 Bid PPI = Mcl-1/Bid interaction inhibition; 220,000 compounds, 0.97% hits; AID 1021; TR-FRET Mcl-1/Bid-Dy647 peptide binding, 1536-well; inhibition, % at 21.7 µM;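 active = compounds that cut the binding signal by more than half at the single screening dose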;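 also: His-tagged Mcl-1 with europium anti-His antibody binding Bid BH3 peptide; 0% = Mcl-1 plus peptide wells and 100% = peptide-only wells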
Rab7 wt GTP bind = alters GTP binding to wildtype dog Rab7. GST-Rab7 beads, fluorescent GTP binding, flow cytometry; actives lie on both sides; untreated = 100%, excess cold GTP = 0%. 190,000 compounds, 0.055% hits. GTP binding activity (percent of control), % at 10 µM. AID 758;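 active = fluorescent GTP binding to Rab7 beads changed by at least 20 points from the 100% baseline, either direction, mostly lower; inconclusive = compound itself probably fluorescent, or too few beads counted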;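 also: median green fluorescence of bound Bodipy-FL-GTP per Rab7 bead population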
HRas wt GTP = changes GTP binding to wildtype human HRas. P01112. GST-Ras wt beads, Bodipy-FL-GTP binding, flow cytometry; actives lie on both sides. GTP binding activity, % at 10 µM. 190,000 compounds, 0.14% hits. AID 759;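 active = GTP binding activity at least 20% away from the 100% baseline, either lowered as inhibitor or raised as activator; inconclusive = flagged as likely green fluorescent, judged across all proteins in the well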;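 also: 0% = unlabeled GTP competition control and 100% = no-compound control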
Target sequence (P01112 whole entry, looked up): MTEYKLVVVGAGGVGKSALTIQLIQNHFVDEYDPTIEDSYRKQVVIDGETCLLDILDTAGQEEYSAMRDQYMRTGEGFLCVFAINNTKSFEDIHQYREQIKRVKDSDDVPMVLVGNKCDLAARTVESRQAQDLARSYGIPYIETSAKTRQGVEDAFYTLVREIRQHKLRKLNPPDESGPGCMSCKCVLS
Rac1 mut GTP = human Rac1 activated mutant GTP binding change; P63000; GST-Rac1 activated beads, fluorescent GTP binding, flow cytometry; actives lie on both sides; 100% means binding = to untreated wells; percent activity (GTP binding), % at 10 µM; 190,000 compounds, 0.11% hits; AID 764;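 active = GTP binding at least 20 percentage points away from the 100% baseline, in either direction, so actives lie on both sides; inconclusive = Compound likely fluorescent itself, or too few beads counted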
Pf gametocyte = P. falciparum stage V gametocyte viability inhibition. P. falciparum stage V gametocytes, ATP luminescence, 24 h. inhibition, % at 10.9 µM. 150,000 compounds, 0.065% hits. AID 743093;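 active = inhibition above the mean plus 3 SD of compounds within the control limits, set per campaign, cut at about 38% in these data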;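 also: 0% = DMSO wells and 100% = medium only without gametocytes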
Avidin fluor = compound fluoresces at 488/530 nm on avidin beads; compound fluorescence 488/530 nm, flow cytometry; hits give high values; fluorescence (KMESF) at 10 µM; 220,000 compounds, 0.38% hits; AID 1775; in the data active = fluorescence above about 47; also: inactives centre near 10
Starred values were filed as active, the others as inactive; u = inconclusive; x = no result given; & = joins results of further samples.

SMILES	Rac1 wt GTP bind	Rab2A wt mod	Mcl1 Noxa PPI	Cdc42 wt GTP	GSH fluor	Mcl1 Bid PPI	Rab7 wt GTP bind	HRas wt GTP	Rac1 mut GTP	Pf gametocyte	Avidin fluor
OCC1(Cc2ccccc2)CCN(C2CCN(c3ccccc3F)CC2)CC1	101.0	100.0	12.6	97.0	15	-23.5	103.0	98.0	95.0	3.8	1
CCOCCCNC(=O)c1cn(C)c2ccc(S(=O)(=O)N(C)C3CCCCC3)cc2c1=O	95.0	95.0	7.1	91.0	23	24.3	90.0	91.0	95.0	x	3
N#Cc1cnn2c1nc(N1CCCCC1)c1ccccc12	101.0	96.0	-10.2	99.0	34	-8.2	99.0	99.0	98.0	-10.5	11
Cc1ccc(C)c(-c2nc3cc(N)ccc3o2)c1	101.0	99.0	-12.5	103.0	14	-31.6	98.0	98.0	98.0	x	61*
COc1ccc(/C=N/NC(=O)COc2ccccc2-c2ccccc2)cc1	103.0	102.0	8.7	103.0	33	-0.1	97.0	101.0	99.0	x	5
COCCNC(=O)C(C)N(c1ccc(OC)cc1)S(C)(=O)=O (centres undefined)	100.0	99.0	19.8	98.0	12	-2.8	99.0	98.0	96.0	x	9
Cc1nnsc1NC(=O)OCC(C)(C)C	109.0	101.0	-0.6	106.0	22	0.9	101.0	102.0	101.0	x	27
CSc1nc(C)cc(Oc2ccccc2)n1	97.0	96.0	-5.5	102.0	20	-50.2	96.0	98.0	97.0	0.0	9
CCN(CC)C(=O)CSc1ncnc2sc(C)c(C)c12	101.0	97.0	4.6	98.0	12	-37.8	98.0	95.0	95.0	-24.3	10
CC(=O)Nc1nc2ccc(Br)cc2s1	99.0	98.0	8.1	99.0	17	7.9	101.0	98.0	97.0	-2.0	36
CC(C)C(=O)NNc1nc2ccccc2s1	105.0	99.0	-2.9	101.0	18	-19.1	95.0	98.0	98.0	-4.3	10
O=C(CCl)N(Cc1cccc([N+](=O)[O-])c1)c1cccc(Cl)c1	99.0	98.0	10.4	96.0	19	-2.2	98.0	97.0	94.0	-7.4	5
CC(=O)Oc1ccc(N2C(=O)CC(N3CCOCC3)C2=O)cc1 (centres undefined)	103.0	100.0	10.1	102.0	28	-2.4	98.0	100.0	100.0	-1.4	4
CCN(CC)S(=O)(=O)c1cccc(C(=O)NC(Cc2c[nH]c3ccccc23)c2nnc3n2CCC3)c1 (centres undefined)	102.0	96.0	13.4	95.0	3	-36.7	100.0	98.0	101.0	10.0	14
Cn1cccc1-c1nc2ccccc2n1Cc1ccccc1	99.0	95.0	4.1	97.0	14	-63.5	97.0	99.0	95.0	10.0	26
Cc1ccc(-c2nnc3ccc(SCC(=O)N4CCCc5ccccc54)nn23)cc1	98.0	95.0	9.4	95.0	14	-22.0	99.0	94.0	96.0	-11.4	11
O=S(=O)(NCC1CCCO1)c1ccc(S(=O)(=O)N(Cc2ccc(F)cc2)Cc2ccccn2)cc1 (centres undefined)	103.0	99.0	5.1	101.0	11	-12.2	99.0	100.0	101.0	8.0	24
O=C(NCCc1ccccc1)c1cc(-c2ccco2)on1	106.0	102.0	7.6	104.0	26	-2.5	101.0	102.0	98.0	x	37
O=C(C1CCN(S(=O)(=O)N2CCOCC2)CC1)N1CCN(c2ccc(F)cc2)CC1	104.0	101.0	7.4	105.0	13	5.0	96.0	98.0	96.0	17.7	x
Cc1ccc(-c2noc(CN(C(=O)CCCCCN3C(=O)c4ccccc4C3=O)C(C)C)n2)cc1	97.0	97.0	9.0	96.0	27	-3.9	99.0	98.0	95.0	x	18
CCOc1cc(-c2cc(N)n[nH]2)cc(OCC)c1OCC	103.0	100.0	-13.4	102.0	15	-8.2	98.0	101.0	99.0	x	25
COc1ccccc1NC(=O)/C=C\C(=O)O	92.0	95.0	7.7	97.0	10	-18.8	96.0	93.0	95.0	5.6	14
COc1c(C(C)C)oc2cc3oc(=O)ccc3cc12	98.0	96.0	27.7	97.0	16	-15.6	99.0	96.0	95.0	19.1	11
COc1ccc(C(C[N+](=O)[O-])c2c(-c3ccccc3)cc3ccccn23)c(OC)c1 (centres undefined)	96.0	100.0	16.4	97.0	31	-14.7	100.0	99.0	97.0	x	1
Brc1ccc2[nH]c3nc(SCCN4CCOCC4)nnc3c2c1	89.0	87.0	28.9	86.0	21	-5.8	97.0	91.0	91.0	6.4&-14.9	9

Further records.
SMILES	Rac1 wt GTP bind	Rab2A wt mod	Mcl1 Noxa PPI	Cdc42 wt GTP	GSH fluor	Mcl1 Bid PPI	Rab7 wt GTP bind	HRas wt GTP	Rac1 mut GTP	Pf gametocyte	Avidin fluor
CC(C)=CCC(C)(C)C1OCCN1C(=O)Nc1ccccc1 (centres undefined)	109.0	103.0	9.4	105.0	258*	-36.2	102.0	104.0	101.0	-8.9	8
NS(=O)(=O)c1ccc(CCNC(=O)C(=O)NCC2OCCN2C(=O)c2ccc3c(c2)OCO3)cc1 (centres undefined)	98.0	98.0	11.6	96.0	20	3.1	103.0	99.0	98.0	-1.0	6
COC(=O)c1cccc(NC(=O)CSc2nnc(C)n2Cc2ccccc2)c1	102.0	97.0	-1.2	98.0	8	-29.6	96.0	97.0	102.0	-9.9	3
CN/N=C(\Cc1nc2ccccc2[nH]1)c1ccc([N+](=O)[O-])cc1	100.0	99.0	-5.9	98.0	10	-79.3	106.0	99.0	95.0	x	11
COc1ccc(NC(=O)CCC(=O)OCC(=O)c2ccc(Oc3ccc([N+](=O)[O-])cc3)cc2)cc1	101.0	100.0	0.7	100.0	18	-5.8	100.0	99.0	99.0	14.1	6
O=C(Nc1ccc(Br)cc1)c1cccn1-c1ncc(C(F)(F)F)cc1Cl	107.0	100.0	7.7	104.0	37	-12.3	100.0	103.0	99.0	24.4	11
Cc1nn(C)cc1S(=O)(=O)N1CCN(Cc2ccccc2Cl)CC1	101.0	101.0	20.5	101.0	12	-49.6	102.0	100.0	100.0	11.4	8
C=CCOc1ccc(/C(O)=C2/C(=O)C(=O)N(CCCn3ccnc3)C2c2ccco2)cc1 (centres undefined)	94.0	94.0	-15.0	91.0	19	-64.0	101.0	97.0	93.0	9.5	11
O=S(=O)(Cc1cc(Sc2ccccc2)nc(-c2ccccc2)n1)c1ccccc1	105.0	101.0	4.7	103.0	16	2.5	104.0	104.0	101.0	-5.5	13
CCCNCc1nnc(-c2ccccc2Cl)o1	105.0	100.0	19.6	101.0	24	7.1	100.0	99.0	99.0	17.1	5
CCC1(C)N(O)C(C)(C)C(c2ccc(F)cc2)=[N+]1[O-] (centres undefined)	99.0	98.0	-22.7	97.0	17	-22.2	96.0	100.0	96.0	x	21
CCN(CC)S(=O)(=O)c1ccc(NS(=O)(=O)c2ccc(O)c([N+](=O)[O-])c2)cc1	100.0	97.0	12.1	99.0	8	-6.5	96.0	98.0	98.0	-3.6	11
CC(=O)Nc1ccc(S(=O)(=O)Nc2cc(C)ccn2)cc1	103.0	100.0	6.2	101.0	26	-18.2	98.0	99.0	99.0	x	11
O=c1[nH]c(C(F)(F)F)nc2c1nnn2Cc1ccccc1F	101.0	96.0	16.8	99.0	11	-3.9	97.0	98.0	97.0	x	9
CCN1CCN(CC(=O)c2c[nH]c3ccccc23)CC1	99.0	97.0	21.1	100.0	9	-13.5	95.0	99.0	97.0	x	22
O=C(C1CC1)N1CCc2[nH]c3ccccc3c2C1	107.0	100.0	-4.0	101.0	27	-31.2	102.0	102.0	100.0	x	6
COc1ccc(Cn2cccc(NC(=O)Nc3ccc(F)cc3)c2=O)cc1	94.0	94.0	1.4	91.0	26	-39.0	95.0	94.0	91.0	-3.9	8
Cc1cc(OC(=O)c2ccc3ccccc3c2)c([N+](=O)[O-])c(=O)[nH]1	u	u	25.0	u	19	3.7	u	u	u	-1.7	7
O=C(Nc1nccs1)c1ccc2nccnc2c1	100.0	97.0	29.1	102.0	11	-40.5	105.0	101.0	97.0	7.7	x
O=c1[nH]n2c(=O)c3c([nH]c2c1N=Nc1cccc(Cl)c1)CCCC3	91.0	89.0	10.2	92.0	16	-29.4	97.0	92.0	91.0	14.1	21
CN(C)S(=O)(=O)c1cc(NC(=O)Cn2ccsc2=N)ccc1Cl	103.0	101.0	9.9	99.0	16	-5.8	105.0	99.0	99.0	-12.0	11
Cc1ccc(N/N=C(/Sc2nnnn2-c2ccccc2)C(=O)c2ccccc2)cc1	93.0	94.0	0.6	100.0	7	-60.1	98.0	97.0	94.0	6.3	3
CCN(CC)C(=O)CSc1ncnc2c1cnn2-c1ccccc1	103.0	100.0	-8.9	100.0	17	-1.2	101.0	104.0	101.0	3.1	21
CCOC(=O)c1ccc(NC(=S)NCCCN2CCOCC2)cc1	100.0	97.0	19.4	96.0	13	-68.7	103.0	100.0	96.0	-62.1	12
COc1ccccc1N(C)S(=O)(=O)c1ccc(C(=O)Nc2ccc(N3CCOCC3)cc2)cc1	100.0	97.0	12.2	93.0	10	-26.3	103.0	96.0	97.0	-14.6	11

(listing goes on)
SMILES	Rac1 wt GTP bind	Rab2A wt mod	Mcl1 Noxa PPI	Cdc42 wt GTP	GSH fluor	Mcl1 Bid PPI	Rab7 wt GTP bind	HRas wt GTP	Rac1 mut GTP	Pf gametocyte	Avidin fluor
Cc1cc(-n2c(=O)c(C#N)cc3c(=O)n4ccccc4nc32)no1	100.0	99.0	33.0	99.0	9	11.5	99.0	98.0	98.0	x	4
OCCC1CN(CCCn2cccn2)CCN1C1CCCCC1 (centres undefined)	102.0	101.0	20.8	98.0	12	-34.8	104.0	102.0	99.0	1.8	11
N#C/C(=C\c1cccc([N+](=O)[O-])c1)C(=O)NCC1CCCO1 (centres undefined)	95.0	98.0	25.1	95.0	29	-32.4	104.0	96.0	95.0	8.9	9
CN1CCN(C(=O)C2CCC(C)(C(=O)O)C2(C)C)CC1 (centres undefined)	105.0	96.0	7.7	97.0	22	-21.3	100.0	99.0	99.0	x	10
Cc1nn(-c2ccccc2)c(N2CCCC2)c1/C=N/NC(=O)c1ccccc1O	104.0	98.0	26.4	99.0	14	-75.6	100.0	98.0	98.0	-26.6	11
CC(C)c1ccc(C2CC(c3ccc(Br)cc3)=NN2C(N)=S)cc1 (centres undefined)	103.0	95.0	-2.7	93.0	4	-34.7	96.0	100.0	99.0	4.3	5
O=[N+]([O-])c1ccc(N2CCN(c3ccccc3F)CC2)c(S(=O)(=O)N2CCOCC2)c1	103.0	100.0	9.5	97.0	14	-30.5	99.0	101.0	99.0	22.7	24
CCOc1ccccc1C(=O)Nc1cc(Cl)ccc1O	97.0	98.0	24.1	97.0	25	-15.4	99.0	98.0	96.0	x	8
COCCNC(=O)/C(C#N)=C/c1cc(Br)c(O)c(OC)c1	101.0	97.0	23.9	98.0	16	-17.6	96.0	96.0	98.0	-12.9	10
